Rac1 GTP hydrolysis = MgcRacGAP GTPase-activating activity inhibitors, confirmation, biochemical, ADP Hunter fluorescence; inhibition, % at 30 µM; hits with a dose series show IC50 in µM; MgcRacGAP-stimulated Rac1 GTP hydrolysis, ADP Hunter fluorescence; higher % means a stronger effect; GST-tagged Rac1 F28L mutant substrate; 340,000 tested, 0.6% active;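 active = first-screen hits whose inhibition reached a set limit at any dose in the follow-up dose series; inconclusive = inhibition above the set first-screen limit but never retested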;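 note: fluorescence reports GDP produced by GAP-driven GTP hydrolysis; strong numbers were not always called active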
GPR55 LPI antagonism = inhibition of LPI-stimulated GPR55 beta-arrestin translocation – imaging, U2OS, beta-arrestin-GFP, LPI agonist, primary screen (AID 2013) | U2OS GPR55 beta-arrestin-GFP translocation imaging, LPI antagonism; higher % means a stronger effect | 290,000 tested, 0.13% active | one-dose inhibition, % at 10 µM; IC50 in µM for titrated hits;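 active = spots per cell inhibited over 60%, with over 100 cells counted and total cytoplasm intensity under 500,000; inconclusive = wells with under 100 cells, flagged as likely toxic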;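 note: U2OS cells stably carrying GPR55 and arrestin-GFP stimulated by 5 µM LPI near EC80; imaged beta-arrestin-GFP aggregate spots per cell after agonist stimulation; plate controls were LPI-stimulated DMSO wells for no effect and DMSO wells without LPI for full effect; some results filed as inactive read as strong as hits; confirmed hits need IC50 under 10 µM and bright autofluorescent wells are also inconclusive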
GPR55 beta-arrestin = GPR55 agonists via beta-arrestin recruitment, primary screen, imaging, U2OS cells, beta-arrestin-GFP redistribution (AID 1961); U2OS GPR55 beta-arrestin-GFP redistribution imaging; higher % means a stronger effect; activation, % at 10 µM; hits with a dose series show EC50 in µM; 290,000 tested, 0.048% active;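 active = activation above 40% with more than 50 cells counted in the well; inconclusive = wells holding fewer than 50 cells, flagged as toxic or sparse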;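 note: U2OS osteosarcoma cells stably expressing GPR55 and beta-arrestin-GFP; plate controls were DMSO negative control for no effect and LPI positive control for full effect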
NOD1 NF-kB reporter = NOD1 signaling inhibitors, primary screen, cell-based, luminescence, uHTS (AID 1578). NOD1-driven NF-kB luciferase reporter cells, luminescence; higher % means a stronger effect. inhibition, % at 4 µM; hits with a dose series show EC50 in µM. 290,000 tested, 1% active; in the data active = inhibition mostly above about 36%, no sharp cut-off; inactive = mostly below about 34%;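 note: HEK-293T reporter cells stimulated with the NOD1 agonist gamma-tri-DAP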
KOR beta-arrestin-1 = KOR antagonists, beta-arrestin recruitment, cell-based, luminescence, uHTS (AID 1778); 290,000 tested, 0.091% active; KOR beta-arrestin recruitment, luminescence, antagonist mode; higher % means a stronger effect; one-dose inhibition, % at 10 µM; IC50 in µM for titrated hits; in the data active = inhibition above about 50%; note: strong numbers were not always called active
KOR beta-arrestin-2 = kappa opioid receptor activators – cell-based, luminescence, uHTS, primary screen (AID 1777); one-dose activation, % at 10 µM; EC50 in µM for titrated hits; KOR beta-arrestin recruitment, luminescence; higher % means a stronger effect; 280,000 tested, 0.02% active; in the data active = activation above about 50%, passing the limit was not always enough; note: a part of the inactive calls stands beside numbers as strong as those of hits
NTR1 ag = agonists of NTR1, primary screen, imaging, U2OS cells, beta-arrestin-GFP, high content (AID 493036); NTR1-U2OS beta-arrestin-GFP spot imaging, agonist mode; activation, % at 20 µM; 330,000 tested, 0.17% active;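 active = activation at or above 40% of the spot to cytoplasm intensity ratio, with at least 20 cells analyzed; inconclusive = wells under 20 cells, flagged as cytotoxic or low count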;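 note: 0% = DMSO without peptide and 100% = 100 nM NTR1 peptide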
Target sequence (P30989 whole entry, looked up): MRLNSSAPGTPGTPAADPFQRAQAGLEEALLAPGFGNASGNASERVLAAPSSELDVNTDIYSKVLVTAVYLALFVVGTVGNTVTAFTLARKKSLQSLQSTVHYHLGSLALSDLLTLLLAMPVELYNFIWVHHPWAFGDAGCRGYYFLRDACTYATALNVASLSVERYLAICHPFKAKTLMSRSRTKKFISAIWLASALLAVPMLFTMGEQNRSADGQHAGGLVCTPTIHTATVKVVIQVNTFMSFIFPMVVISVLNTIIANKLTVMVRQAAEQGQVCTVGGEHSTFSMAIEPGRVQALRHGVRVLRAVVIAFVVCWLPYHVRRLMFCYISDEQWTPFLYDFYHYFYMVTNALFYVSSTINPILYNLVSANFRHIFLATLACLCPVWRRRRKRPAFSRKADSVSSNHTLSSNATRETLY
UTI89 phage lysis = protection from phage-mediated lysis, alamar blue read-out – E. coli UTI89, K1F phage, bacterial capsule biogenesis inhibitors (AID 488966). E. coli UTI89 K1F phage lysis, alamar blue, 2 h; higher % means a stronger effect. one-dose inhibition, % at 100 µM; IC50 in µM for titrated hits. 340,000 tested, 0.02% active;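 active = phage lysis inhibition, versus mean bacterial control, above a set limit; inconclusive = no clear call, values can overlap the other calls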;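 note: capsule biogenesis inhibitors block K1F phage lysis so surviving cells raise fluorescence; higher fluorescence means more inhibition of phage lysis; actives were called in the ten point dose series up to 300 µM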
GPR35 arrestin U2OS = GPR35 antagonists blocking zaprinast-driven arrestin recruitment, primary screen, imaging, U2OS, beta-arrestin-GFP, zaprinast agonist (AID 2058). U2OS GPR35 beta-arrestin-GFP translocation imaging, zaprinast antagonism; higher % means a stronger effect. one-dose inhibition, % at 10 µM; IC50 in µM for titrated hits. 290,000 tested, 0.052% active;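 active = inhibition of at least 50% with at least 30 cells and total cytoplasm GFP at most 10,000,000; inconclusive = under 30 cells or total GFP of 10,000,000 plus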
NTR1 ag cell count 20 µM = recorded beside NTR1 ag, whose call it bears; cell count; measured here: cell count, cytotoxicity flag
* hit, by the source's call; ? = inconclusive; nt = no result given; [ ] = remark or other dose. Some of the compounds tested; count on the stated rates, not on these rows.

SMILES	Rac1 GTP hydrolysis	GPR55 LPI antagonism	GPR55 beta-arrestin	NOD1 NF-kB reporter	KOR beta-arrestin-1	KOR beta-arrestin-2	NTR1 ag	NTR1 ag cell count 20 µM	UTI89 phage lysis	GPR35 arrestin U2OS
Fc1ccc(CN2CCN(c3ncccn3)CC2)cc1	9%	-8%	-0.1%	-5%	-24%	1.7%	0.3	53	1.3%	4%
O=C(CN1CCCCC1)N/N=C/c1ccc(Cl)cc1	10%	-2%	0.5%	-6%	20%	-7.2%	-0.1	65	0.4%	5%
CCC(=O)c1ccc(OCC(O)Cn2c(C)nc3ccccc32)cc1 (stereo not given)	6%	0%	-0.1%	28%	30%	-3.4%	19	83	4.6%	-5%
CCC1Sc2ccccc2N(CC(=O)NC2CCCC2)C1=O (stereo not given)	2%	6%	0.7%	-32%	1%	-5.6%	0.0	45	0.1%	-1%
Cc1c(NC(=O)C23CC4CC(CC(Br)(C4)C2)C3)c(=O)n(-c2ccccc2)n1C	2%	4%	0.3%	-1%	-52%	1.6%	0.3	62	0.2%	4%
CCOc1ccc(NC(=O)CSc2ncn[nH]2)c([N+](=O)[O-])c1	-3%	9%	0.2%	-40%	13%	1.9%	0.5	57	-4.7%	6%
CCc1nn2c(=O)cc(CSc3nc(C)cc(=O)[nH]3)nc2s1	6%	17%	0.4%	1%	18%	-2.9%	-2.1	95	-1.1%	20%
Cc1cc(C)c2c(CC(=O)N3CCCC3)coc2c1	4%	14%	0.7%	18%	-15%	12%	0.4	58	0.2%	3%
O=C(CN1CCN(Cc2ccc(F)cc2)CC1)NCc1ccccc1	9%	-5%	0.3%	-26%	4%	-0.4%	-0.3	63	0.2%	2%
c1ccc(N/N=C2\CCCc3ccccc32)nc1	7%	-3%	0.2%	-32%	-11%	1.8%	0.7	56	0.7%	9%
Cc1cc(SC2CCOC2=O)nc2ccccc12 (stereo not given)	2%	13%	1.2%	-13%	7%	0.3%	0.1	38	1.0%	-9%
Cc1cccc(/C=C/c2onc(C)c2S(=O)(=O)N2CCC(C(=O)N3CCCCC3)CC2)c1	5%	0%	-0.1%	-8%	-27%	2.5%	0.3	60	0.3%	13%
O=C(CSc1nnc(-c2ccco2)n1Cc1ccco1)Nc1ccccc1	9%	11%	-0.1%	-31%	5%	1.3%	-0.1	83	-0.4%	-3%
Cc1ccc(NNc2c(C)nc3ccccc3nc2=O)cc1	nt	-15%	-0.1%	11%	-53%[20 µM]	0.4%	1.8	49	nt	-3%
CC1CCCN(CC(=O)Nc2ccc(S(=O)(=O)N3CCCCC3)cc2)C1 (stereo not given)	1%	5%	-0.1%	-26%	29%	-6.1%	2.0	60	0.1%	-2%
COc1ccc(CCN2C(=O)NC(NC(=O)CC(C)C)(C(F)(F)F)C2=O)cc1OC (stereo not given)	7%	6%	-0.3%	21%	-10%	-1.2%	-2.9	92	1.1%	nt
CCn1cc(C(=O)N2CCN(Cc3ccc4c(c3)OCO4)CC2)c2cc(OC)c(OC)cc2c1=O	6%	-2%	-0.1%	13%	-14%	2.0%	-0.8	99	0.5%	-1%
Cn1cc(S(=O)(=O)NCc2ccc(F)cc2)c(=O)n(C)c1=O	7%	18%	-0.1%	6%	16%	0.8%	-0.5	66	-0.2%	-2%
COc1ccc(/C(O)=C2\C(=O)C(=O)N(c3cc(C)on3)C2c2cccc(OC)c2OC)cc1C (stereo not given)	4%	13%	-0.1%	-8%	-1%	-1.0%	1.1	76	?	4%
CC(=O)c1c(C)[nH]c(C(=O)NCc2ccccn2)c1C	5%	3%	-0.1%	-46%	-16%	4.4%	-1.6	62	-1.7%	4%
CCC(C)N1C(=O)CCC1C(=O)N1CCN(c2ccccc2F)CC1 (stereo not given)	-6%	9%	0.1%	3%	-15%	-2.3%	1.8	73	1.0%	-10%
CCOC(=O)c1cnc2cc(Cl)c(OC)cc2c1NCC1CCCO1 (stereo not given)	9%	4%	0.2%	-5%	-16%	3.1%	10	59	6.7%	0%
Cc1nn(-c2cc(N3CCOCC3)ccc2[N+](=O)[O-])c(=O)c2ccccc12	3%	6%	0.0%	-31%	-6%	-8.3%	0.4	66	0.9%	18%
COc1cccc(CN(C)CC(=O)Nc2cccc(C(F)(F)F)c2)c1OC	9%	3%	-0.5%	-4%	-19%	-1.4%	4.2	67	0.3%	-4%
Cc1ccc(N(CCO)C(=S)Nc2ccccc2)cc1	18%	-6%	-0.1%	-3%	10%	4.8%	1.4	51	0.6%	24%

Next part (3 carried over from the part before).
SMILES	Rac1 GTP hydrolysis	GPR55 LPI antagonism	GPR55 beta-arrestin	NOD1 NF-kB reporter	KOR beta-arrestin-1	KOR beta-arrestin-2	NTR1 ag	NTR1 ag cell count 20 µM	UTI89 phage lysis	GPR35 arrestin U2OS
Cc1nn(-c2cc(N3CCOCC3)ccc2[N+](=O)[O-])c(=O)c2ccccc12	3%	6%	0.0%	-31%	-6%	-8.3%	0.4	66	0.9%	18%
COc1cccc(CN(C)CC(=O)Nc2cccc(C(F)(F)F)c2)c1OC	9%	3%	-0.5%	-4%	-19%	-1.4%	4.2	67	0.3%	-4%
Cc1ccc(N(CCO)C(=S)Nc2ccccc2)cc1	18%	-6%	-0.1%	-3%	10%	4.8%	1.4	51	0.6%	24%
CC(=O)Nc1sc(C)c(C)c1CN1CCN(Cc2ccccc2)CC1	0%	0%	-0.2%	-52%	-13%	4.1%	4.4	55	0.2%	0%
Cc1nn(C)c(C)c1S(=O)(=O)N1CCC(CO)(CC2CCCCO2)CC1 (stereo not given)	12%	-5%	1.4%	-30%	-14%	2.2%	1.2	38	0.4%	4%
CCn1c(C)cc2c(c1=O)C(c1ccccc1Br)C(C#N)=C(N)O2 (stereo not given)	5%	-2%	-0.4%	-17%	-5%	-4.0%	-0.1	91	-0.2%	-5%
O=C(CN1CCN(Cc2ccc3c(c2)OCO3)CC1)Nc1ccc2c(c1)OCO2	-4%	2%	-0.2%	-24%	-23%	nt	7.4	93	3.2%	-11%
COc1ccc(/C(C)=N/N2C(=O)c3ccccc3NC2c2ccc(O)c(OC)c2)cc1 (stereo not given)	?	6%	0.4%	-1%	-10%	-2.8%	-3.4	42	-9.5%	-5%
O=C(Nc1ccc(S(=O)(=O)NCc2ccccc2)cc1)c1ccccc1[N+](=O)[O-]	-1%	12%	0.2%	8%	19%	-1.9%	-1.6	61	1.0%	-4%
CCN(CC)c1ccc(NC(=O)CCS(=O)(=O)c2cccc3nsnc23)c(C)c1	22%	-6%	2.1%	-29%	-6%	-4.7%	5.3	61	-0.3%	0%
O=C1CCCN1CCCNC(=S)Nc1ccc(Br)cc1Cl	-3%	6%	-0.1%	-49%	-28%[20 µM]	nt	0.8	25	-0.9%	2%
COc1ccc(CNC(=O)c2cc3c(s2)CN(Cc2ccccc2)C3)cc1	4%	-5%	0.2%	17%	-19%	5.2%	0.7	49	1.7%	-6%
Cc1cc(C)c(S(=O)(=O)Nc2ccc(N(C)C)cc2)c(C)c1-n1cnnn1	42µM*	-9%	0.8%	-42%	-26%	1.9%	0.6	51	0.3%	3%
Fc1ccc(-c2csc(-c3ccc(C4SCCS4)cc3)n2)cc1F	-8%	12%	0.5%	-2%	-50%	3.1%	4.1	46	-0.8%	-1%
Cc1ccc(NC2CC(=O)N(Cc3ccccc3)C2=O)cc1 (stereo not given)	0%	-8%	-0.1%	-1%	-3%	-0.1%	-0.7	64	6.2%	3%
COc1ccc(-c2cc3nc(-c4ccccc4)cc(N4CCC5(CC4)OCCO5)n3n2)cc1	2%	11%	-0.2%	16%	-21%	-4.9%	5.6	61	2.2%	-5%
CCCNC(=O)c1ccc(-c2nn(C)c(=O)c3ccccc23)cc1	15%	4%	0.6%	-9%	9%[20 µM]	-2.0%	0.7	67	1.4%	2%
Cc1ccc(C)c(NS(=O)(=O)c2cc(C(=O)NCc3ccncc3)ccc2C)c1	6%	11%	-0.1%	-20%	10%	-5.5%	-0.2	71	-0.1%	-16%
CSc1ccccc1NC(=O)CN(C)C(=O)c1ccc2c(c1)OCCO2	5%	15%	-0.1%	-38%	-12%	2.8%	-0.7	51	0.2%	-16%
CCOc1ccccc1OCCC(=O)OCC(=O)c1ccc[nH]1	9%	13%	0.5%	-32%	5%	-0.8%	3.8	39	0.3%	-4%
CC1CCCN(CCCNC(=O)c2cc3c(s2)-c2ccccc2OC3)C1 (stereo not given)	12%	3%	-0.1%	-34%	-74%	1.4%	-1.9	42	0.2%	9%
O=C(NCCCn1ccnc1)c1cccc(S(=O)(=O)N2CCCCCC2)c1	4%	-16%	-0.1%	-8%	-32%	-11%	-0.5	82	0.1%	1%
CCOC(=O)Cn1nnnc1C	7%	7%	-0.3%	-8%	-2%	-4.0%	0.0	73	-0.1%	-12%
O=C(Nc1ccccc1)O/N=C1\CCCCC1c1ccc([N+](=O)[O-])cc1[N+](=O)[O-] (stereo not given)	6%	8%	0.2%	-7%	-10%	-1.2%	0.3	68	0.4%	13%
CC1(C)CCCC2=C1CC1C(=O)N(Cc3cccnc3)C(=O)C1C2 (stereo not given)	-4%	0%	-0.1%	-1%	-21%	1.8%	-0.5	83	0.0%	12%
O=C(Cn1cccn1)N1CCCC(N2CCN(c3ccccc3F)CC2)C1 (stereo not given)	7%	7%	-0.1%	-22%	-4%	0.9%	-0.6	53	0.2%	-6%
Cc1cc(C)c(S(=O)(=O)N(CC(=O)N2CCCC2)C2CCCCC2)c(C)c1	0%	1%	2.6%	-26%	27%	-2.4%	0.5	77	-0.7%	15%
CCN1CCN(CCCN(Cc2ccco2)C(=S)Nc2ccc(C)c(Cl)c2)CC1	-1%	4%	-0.4%	-6%	12%	-0.7%	-0.4	55	-0.1%	0%
COc1ccc(-c2ccccc2)cc1NC(=O)c1cccs1	9%	0%	-0.3%	-33%	-27%[20 µM]	-0.7%	5.1	52	-0.2%	1%
O=C1c2oc3ccccc3c(=O)c2C(c2cccnc2)N1Cc1ccco1 (stereo not given)	3%	-2%	0.2%	-33%	43%	-4.6%	-1.3	71	1.8%	-8%
CC(c1ccccc1)n1c(CCCO)nc2ccccc21 (stereo not given)	10%	-7%	0.3%	26%	19%	-2.8%	1.0	64	0.2%	-1%
